Source: PubChem (several laboratories)
NOD2 inhibition – inhibition of NOD2-driven NF-kB reporter – cell-based, luminescence, uHTS, HEK293 (AID 1566); HEK293 NOD2/NF-kB luciferase reporter, luminescence; higher % means a stronger effect; one-dose inhibition, % at 4 µM; EC50 in µM for titrated hits; 290,000 compounds, 0.63% hits; in the data active = inhibition above about 50%; note: many of its hits are not listed in these tables
Ins promoter up – MIN6 insulin promoter up-regulation; MIN6 insulin promoter-GFP reporter, high-content imaging; active compounds read high; z-score at 5 µM; 190,000 compounds, 0.3% hits; AID 1625;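 active = z-score above 3 at 5 µM with at least 500 cells counted in the well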
Yfh1-off respiration – enhancers of respiration in Yfh1-depleted yeast, dose response, Friedreich's ataxia, plus single-dose screen (AID 1465); 220,000 compounds, 0.074% hits; S. cerevisiae Yfh1-off respiration, WST-1 reduction, 72 h; higher fold induction means a stronger effect; fold induction at 50 µM, or EC50 in µM where a hit was titrated;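 active = fold induction of absorbance versus untreated yeast above a set limit, then at least 30% activation at any dose in follow-up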;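 note: activators that raise dye reduction in frataxin-depleted yeast; strong numbers were not always called active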
WT yeast gro inh – growth inhibition of WT yeast, mitochondrial fusion screen. mitochondrial fusion phenotypic screen, WT strain. AID 1362. inhibition, % at 10 µM. 190,000 compounds, 2.1% hits; in the data active = inhibition above about 58%; tested in S. cerevisiae
Autophagy HCS – autophagy modulation, high-content screen; MEF GFP-LC3 puncta imaging; test concentration mostly 10 µM; calls only at 10 µM (by protocol); 190,000 compounds, 0.98% hits; AID 463193;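 active = percentage of spot-positive cells more than 3 SD above its plate mean, without a fluorescence outlier flag or 80% toxicity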;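 note: spot-positive cell cutoff set from DMSO-treated cells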
Lipid droplet – modulators of hepatic lipid droplet formation; 240,000 compounds, 0.4% hits; inhibition, % at 6.5 µM; AML12 mouse hepatocytes, oleate lipid droplets, BODIPY imaging; AID 1656;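 active = lipid droplet intensity inhibited by at least 50%, with more than 500 cells counted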
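System: AML12 hepatocytes (mouse). Probe or stimulus: oleic acid at 100 µM to induce lipid droplet formation. Times: overnight treatment with compound plus oleate. Detection: Image-based BODIPY and DAPI two-channel analysis. Evaluation: percent inhibition of filter-corrected integrated lipid droplet intensity per well.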
bCat nuc transl – beta-catenin nuclear translocation modulation; HeLa beta-catenin nuclear translocation, immunofluorescence imaging; nuclear translocation activity, % at 5 µM; 190,000 compounds, 0.3% hits; AID 1665;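 active = nuclear translocation activity above 50% at 5 µM, with a well cell count of 50 or more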;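 note: per-cell ratio of nuclear to cytoplasmic median beta-catenin stain intensity; plate controls were DMSO negative control for no effect and GSK-3 inhibitor IX positive control for full effect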
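assay system = human HeLa cells, endogenous beta-catenin | times = compound treatment 24 h, 37°C, 5% CO2 | detection = Anti-beta-catenin immunofluorescence on PFA-fixed, Triton-permeabilized cells, DAPI nuclei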
Dynein transport – dynein cargo transport inhibition. 3617.4 mouse cells, GR-EGFP nuclear translocation imaging; test concentration mostly 20 µM; stimulated with dexamethasone, 1 µM; active compounds read low. AID 1381. 220,000 compounds, 0.47% hits. z-score, hits read low;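 active = plate z-score of nuclear minus cytoplasmic receptor signal below a set negative limit, without overly bright fluorescence or cell loss, cut at about -3.5 in these data, passing the limit was not always enough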;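 note: z-score of nuclear minus cytoplasmic ring GR-EGFP intensity difference per well; some compounds called inactive have numbers as strong as hits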
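Buffer or medium: tet-free, stripped-serum medium; reagent: dexamethasone at 1.0 µM final, 30 min; incubation: 48 h induction, 1 h compound, 30 min dex at 37 °C; measured by: formaldehyde fixation, Hoechst nuclear stain, 10x automated fluorescence imaging; read-out: nuclear-to-cytoplasmic GR-EGFP distribution per well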
MT stabilizer – microtubule stabilizers in HeLa cells; HeLa tubulin immunostaining HCS, 24 h; share of cells brighter than vehicle mean+2SD; % tubulin-high responders, % at 10 µM; 200,000 compounds, 0.83% hits;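 active = plate Z-score above 3 for both tubulin-high and condensed-nucleus cell shares, with cell loss under 80%, at 10 µM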;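 note: anti alpha tubulin signal scored within the nucleus-defined area of each cell; some results filed as inactive read as strong as hits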
WT yeast gro inh mutant strain – second read-out of WT yeast gro inh, no call of its own (marks repeat the call); inhibition, %; mitochondrial fusion phenotypic screen, mutant strain inhibition
Dynein transport cytoplasmic EGFP – also measured in Dynein transport; calls as there; z-score; measured here: cytoplasmic GR-EGFP intensity; active compounds read high
Dynein transport nuclear GR-EGFP – further read-out of Dynein transport, marked with its call; z-score; measured here: nuclear GR-EGFP intensity;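 lower value marks the stronger effect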
Dynein transport cell count – further read-out of Dynein transport, marked with its call; z-score; measured here: cell count per field
Ins promoter up cell count – further read-out of Ins promoter up, marked with its call; cell count; measured here: cytotoxicity, nuclei count;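 total cells summed across four imaged fields per well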
Lipid droplet cells 6.5 µM – further read-out of Lipid droplet, marked with its call; cell count; measured here: cell count, cytotoxicity flag;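 cells counted across two imaged fields per well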
bCat nuc transl cell count 5 µM – also measured in bCat nuc transl; calls as there; cell count; measured here: cell count, cytotoxicity flag
MT stabilizer Hoechst-high % – also measured in MT stabilizer; calls as there; % Hoechst-high responders; measured here: nuclear condensation Hoechst responders;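 share of cells brighter than vehicle mean plus two SD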
MT stabilizer cytotoxicity % – further read-out of MT stabilizer, marked with its call; toxicity, %; measured here: cytotoxicity by cell density;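 0% = mean cell density of plate MIN control wells and 100% = no cells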
Autophagy HCS cell loss 18 h – recorded beside Autophagy HCS, whose call it bears; toxicity, %; measured here: cell loss, nuclei count;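 cell loss after 18 h compound exposure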
Active calls of the source: *. Some of the compounds tested; rates above refer to the full screens.

Screening CSc1nc(-c2ccco2)nn1C(=O)c1ccco1 returned NOD2 inhibition 10.9%, Ins promoter up -6.58, Yfh1-off respiration inactive, WT yeast gro inh -8.3, Autophagy HCS inactive, Lipid droplet -17.5, bCat nuc transl 0.8, Dynein transport 0.636, MT stabilizer 5.0, WT yeast gro inh mutant strain -7.0, Dynein transport cytoplasmic EGFP 0.991, Dynein transport nuclear GR-EGFP 0.905, Dynein transport cell count -0.222, Ins promoter up cell count 727, Lipid droplet cells 6.5 µM 653, bCat nuc transl cell count 5 µM 1082, MT stabilizer Hoechst-high % 1.8, MT stabilizer cytotoxicity % 4.5 and Autophagy HCS cell loss 18 h 11.3.
For Cc1ccc(Nc2nc(N)nc(CSc3nnc(-c4ccncc4)o3)n2)cc1 the results were NOD2 inhibition 10.2%, Ins promoter up -0.25, Yfh1-off respiration inactive, WT yeast gro inh -7.6, Autophagy HCS inactive, Lipid droplet -2.0, Dynein transport 0.318, MT stabilizer 3.2, WT yeast gro inh mutant strain -0.2, Dynein transport cytoplasmic EGFP -0.157, Dynein transport nuclear GR-EGFP -0.0131, Dynein transport cell count 0.763, Ins promoter up cell count 1158, Lipid droplet cells 6.5 µM 730, MT stabilizer Hoechst-high % 1.2, MT stabilizer cytotoxicity % 3.4 and Autophagy HCS cell loss 18 h -4.9.
Screening CC(C)n1c(Nn2cnnc2)nc2ccccc21 returned NOD2 inhibition -11.3%, Ins promoter up 0.11, Yfh1-off respiration inactive, WT yeast gro inh 4.3, Autophagy HCS inactive, Lipid droplet -1.5, bCat nuc transl -0.2, Dynein transport 0.922, MT stabilizer 3.0, WT yeast gro inh mutant strain 12.1, Dynein transport cytoplasmic EGFP -0.239, Dynein transport nuclear GR-EGFP 0.126, Dynein transport cell count -0.71, Ins promoter up cell count 1647, Lipid droplet cells 6.5 µM 610, bCat nuc transl cell count 5 µM 1067, MT stabilizer Hoechst-high % 1.6, MT stabilizer cytotoxicity % 3.5 and Autophagy HCS cell loss 18 h -4.6.
Screening CC(=O)c1cccc(NC(=O)c2ccc(N(Cc3ccc(C)cc3)S(C)(=O)=O)cc2)c1 returned NOD2 inhibition 23.8%, Yfh1-off respiration inactive, WT yeast gro inh 22.9, Autophagy HCS inactive, Lipid droplet -2.3, bCat nuc transl 8.2, Dynein transport 2.46, MT stabilizer 1.2, WT yeast gro inh mutant strain 9.6, Dynein transport cytoplasmic EGFP 0.136, Dynein transport nuclear GR-EGFP 1.84, Dynein transport cell count -0.897, Lipid droplet cells 6.5 µM 737, bCat nuc transl cell count 5 µM 1028, MT stabilizer Hoechst-high % 0.8, MT stabilizer cytotoxicity % 9.0 and Autophagy HCS cell loss 18 h 1.6.
`CCn1nnnc1SCC(=O)Nc1cc(C)on1` gave NOD2 inhibition 17.5%, Ins promoter up 0.02, Yfh1-off respiration inactive, WT yeast gro inh 1.3, Autophagy HCS inactive, Lipid droplet 11.7, bCat nuc transl -1.1, Dynein transport -0.387, MT stabilizer 4.1, WT yeast gro inh mutant strain 0.7, Dynein transport cytoplasmic EGFP -0.16, Dynein transport nuclear GR-EGFP -0.612, Dynein transport cell count 1.18, Ins promoter up cell count 1372, Lipid droplet cells 6.5 µM 726, bCat nuc transl cell count 5 µM 1126, MT stabilizer Hoechst-high % 2.6, MT stabilizer cytotoxicity % 5.2 and Autophagy HCS cell loss 18 h 6.0.
`COc1cc(-c2nc3ccccn3c2NCC2CCCO2)ccc1O` (stereo not drawn) gave NOD2 inhibition 3.7%, Ins promoter up 0.2, Yfh1-off respiration inactive, WT yeast gro inh 13.9, Autophagy HCS inactive, bCat nuc transl -5.5, Dynein transport -0.606, MT stabilizer 5.8, WT yeast gro inh mutant strain 14.3, Dynein transport cytoplasmic EGFP -0.165, Dynein transport nuclear GR-EGFP -0.0933, Dynein transport cell count -0.168, Ins promoter up cell count 1247, bCat nuc transl cell count 5 µM 996, MT stabilizer Hoechst-high % 3.4, MT stabilizer cytotoxicity % 2.6 and Autophagy HCS cell loss 18 h -10.6.
Screening O=Cc1ccccc1OCc1nnsc1Cl returned NOD2 inhibition 2.9%, Ins promoter up 1.57, Yfh1-off respiration inactive, WT yeast gro inh -6.8, Autophagy HCS inactive, Lipid droplet 14.9, bCat nuc transl 2.6, Dynein transport -0.905, MT stabilizer 3.5, WT yeast gro inh mutant strain -2.5, Dynein transport cytoplasmic EGFP 0.000682, Dynein transport nuclear GR-EGFP -0.0547, Dynein transport cell count -0.39, Ins promoter up cell count 1256, Lipid droplet cells 6.5 µM 689, bCat nuc transl cell count 5 µM 1060, MT stabilizer Hoechst-high % 3.0, MT stabilizer cytotoxicity % 4.9 and Autophagy HCS cell loss 18 h -0.6.
Screening O=C(Nc1ccccc1)C1=C[C@H](c2ccc(Br)cc2)C[C@H](OCc2ccc(CO)cc2)O1 returned NOD2 inhibition -5.1%, Ins promoter up -0.53, Yfh1-off respiration inactive, WT yeast gro inh 47.8, Autophagy HCS inactive, Lipid droplet -20.6, bCat nuc transl -2.3, Dynein transport -0.224, MT stabilizer 1.7, WT yeast gro inh mutant strain 22.6, Dynein transport cytoplasmic EGFP -0.274, Dynein transport nuclear GR-EGFP 0.239, Dynein transport cell count -0.304, Ins promoter up cell count 1401, Lipid droplet cells 6.5 µM 720, bCat nuc transl cell count 5 µM 1179, MT stabilizer Hoechst-high % 1.0, MT stabilizer cytotoxicity % 3.4 and Autophagy HCS cell loss 18 h 0.6.
Screening CSc1nnc(-c2ccc(Br)s2)n1C returned NOD2 inhibition -14.7%, Ins promoter up 1.45, Yfh1-off respiration inactive, Lipid droplet -0.5, bCat nuc transl -0.4, Dynein transport 0.758, Dynein transport cytoplasmic EGFP -0.247, Dynein transport nuclear GR-EGFP 0.29, Dynein transport cell count -0.526, Ins promoter up cell count 1480, Lipid droplet cells 6.5 µM 680 and bCat nuc transl cell count 5 µM 1396.
Screening CCC(=O)OCCNc1cc(Sc2nccn2C)c2nonc2c1[N+](=O)[O-] returned NOD2 inhibition 2.1%, Ins promoter up 0.42, Yfh1-off respiration inactive, WT yeast gro inh 22.4, Autophagy HCS inactive, Lipid droplet 3.9, bCat nuc transl -3.0, Dynein transport -4.78*, MT stabilizer 1.5, WT yeast gro inh mutant strain 14.5, Dynein transport cytoplasmic EGFP 1.23*, Dynein transport nuclear GR-EGFP -2.39*, Dynein transport cell count -0.523*, Ins promoter up cell count 1323, Lipid droplet cells 6.5 µM 633, bCat nuc transl cell count 5 µM 1180, MT stabilizer Hoechst-high % 1.4, MT stabilizer cytotoxicity % 5.6 and Autophagy HCS cell loss 18 h 19.1.
COC(=O)C(Cc1ccc(O)cc1)NC(=O)C(C)Oc1ccccc1 (stereo not drawn) was read as NOD2 inhibition 7.1%, Ins promoter up 0.58, Yfh1-off respiration inactive, WT yeast gro inh -10.2, Autophagy HCS inactive, Lipid droplet -0.2, bCat nuc transl -0.4, Dynein transport 2.07, MT stabilizer 4.3, WT yeast gro inh mutant strain 4.4, Dynein transport cytoplasmic EGFP 0.0255, Dynein transport nuclear GR-EGFP 1.14, Dynein transport cell count -1.01, Ins promoter up cell count 1390, Lipid droplet cells 6.5 µM 695, bCat nuc transl cell count 5 µM 1001, MT stabilizer Hoechst-high % 3.0, MT stabilizer cytotoxicity % 3.7 and Autophagy HCS cell loss 18 h -6.0.
O=C(O)CCc1ccc(-c2ccccc2)n1NC(=O)c1ccco1 was read as NOD2 inhibition 11.4%, Ins promoter up 0.7, Yfh1-off respiration inactive, WT yeast gro inh -15.7, Autophagy HCS inactive, Lipid droplet -3.0, bCat nuc transl -0.1, Dynein transport 0.0286, MT stabilizer 1.9, WT yeast gro inh mutant strain -6.0, Dynein transport cytoplasmic EGFP -0.209, Dynein transport nuclear GR-EGFP 0.0142, Dynein transport cell count -0.314, Ins promoter up cell count 1290, Lipid droplet cells 6.5 µM 763, bCat nuc transl cell count 5 µM 938, MT stabilizer Hoechst-high % 1.1, MT stabilizer cytotoxicity % 6.8 and Autophagy HCS cell loss 18 h 3.3.
S=c1[nH]nc(COc2ccccc2)n1/N=C/c1cccnc1 was read as NOD2 inhibition 9.2%, Ins promoter up 0.16, Yfh1-off respiration inactive, WT yeast gro inh -1.4, Autophagy HCS inactive, Lipid droplet 2.9, bCat nuc transl -1.5, Dynein transport -0.218, MT stabilizer 2.3, WT yeast gro inh mutant strain 3.2, Dynein transport cytoplasmic EGFP -0.143, Dynein transport nuclear GR-EGFP 0.0535, Dynein transport cell count 0.359, Ins promoter up cell count 1442, Lipid droplet cells 6.5 µM 610, bCat nuc transl cell count 5 µM 930, MT stabilizer Hoechst-high % 1.6, MT stabilizer cytotoxicity % 3.7 and Autophagy HCS cell loss 18 h -1.6.
For CCC(CC)c1ncc[nH]1 the results were NOD2 inhibition 10.5%, Ins promoter up -0.88, Yfh1-off respiration inactive, Lipid droplet 16.1, bCat nuc transl -0.7, Dynein transport 0.351, Dynein transport cytoplasmic EGFP -0.282, Dynein transport nuclear GR-EGFP 0.84, Dynein transport cell count -0.176, Ins promoter up cell count 1019, Lipid droplet cells 6.5 µM 725 and bCat nuc transl cell count 5 µM 1317.
